# Giardia killer: kills Giardia lamblia; actives 0.15% (n = 340,000); Giardia lamblia trophozoite viability; activity change, % at 7.66 µM, hits read low; AID 540267; in the data active = activity change below about -80%; inconclusive = between about -30% and that limit;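 also: parasites exposed to compound for two days anaerobically before the ATP read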
#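 Trophozoites 100 cells/well + cpd; 48 hrs, 37 deg C, anaerobic. ATPLite 1-Step added, 15-30 min RT, luminescence read (ATP-based viability).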
# GALK inh: galactokinase (human) inhibition. P51570. Purified GALK, Kinase-Glo residual ATP luminescence. Potency, µM (titrated, usually from 57.5 µM), inactives show top-dose activity change, negative = inhibition, hits mostly inhibitors. actives 0.007% (n = 270,000). AID 1868; also: potency is read from the fitted curve at half-maximal effect
#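 Luminescence from leftover ATP (Ultra-Glo luciferase/luciferin) served as read-out after a 1 h room-temperature reaction of 5 nM GALK with 35 uM ATP and 100 uM galactose.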
# KCNH2 WT inh: blocks the wildtype human KCNH2 potassium channel. Q12809. U2OS, BacMam KCNH2, thallium flux FluxOr; stronger effect = lower value. activity change, % at 1.84 µM. actives 0.37% (n = 340,000). AID 720551;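 active = maximum activity change below -70%; inconclusive = maximum activity change between -70% and -50%; inactive = maximum activity change above -50%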
#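 U2OS cells were transduced with wild-type KCNH2 virus (2.03 x 10^8 / mL) for 4 h at room temperature, then cultured overnight at 37 C. Thallium flux was read with FluxOr dye. Rate constants were normalized to DMSO controls.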
# uPA generation: cell surface uPA generation inhibition | cell surface uPA generation assay, qHTS | Potency, µM (top dose mostly 38.3 µM), for inactives: at the highest dose activity change, negative = inhibition, usual class: inhibitors | actives 0.31% (n = 330,000); active = well fitted inhibition curve with a large enough effect; inconclusive = small, poorly fitted or top-dose-only effect; inactive = no such curve, though single readings can be large or run the other way; tested in mouse RAW 264.7 cells; also: potency is read from the fitted curve at half-maximal effect; nearly all actives have a fitted effect of over 55% in size
# Eya2 phos inh: inhibitors of human Eya2 phosphatase activity; AID 488837; actives 0.006% (n = 330,000); recombinant Eya2, OMFP fluorescence dephosphorylation (OMFP is methylfluorescein phosphate); Potency, µM (top dose mostly 76.9 µM), without a hit: at the highest dose activity, negative = inhibition, hits mostly inhibitors; O00167; also: potency is read from the fitted curve at half-maximal effect
# Target sequence (O00167 whole entry, looked up): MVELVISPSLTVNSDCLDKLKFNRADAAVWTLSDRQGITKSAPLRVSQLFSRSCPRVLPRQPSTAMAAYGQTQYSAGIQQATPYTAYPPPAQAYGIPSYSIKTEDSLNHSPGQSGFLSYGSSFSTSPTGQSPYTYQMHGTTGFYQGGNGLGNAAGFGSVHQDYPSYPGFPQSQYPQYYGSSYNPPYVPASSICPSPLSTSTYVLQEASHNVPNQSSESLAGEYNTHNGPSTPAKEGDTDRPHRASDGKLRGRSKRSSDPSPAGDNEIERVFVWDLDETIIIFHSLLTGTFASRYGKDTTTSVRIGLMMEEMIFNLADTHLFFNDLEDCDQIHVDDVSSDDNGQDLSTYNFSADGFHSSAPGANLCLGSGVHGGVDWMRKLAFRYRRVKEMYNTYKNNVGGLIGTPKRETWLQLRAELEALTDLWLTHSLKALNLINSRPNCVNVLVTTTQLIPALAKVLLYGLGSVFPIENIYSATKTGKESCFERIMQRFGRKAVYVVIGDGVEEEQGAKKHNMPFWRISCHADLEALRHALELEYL
#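 Eya2 (0.2 uM) preincubated 10 min at ambient with compound, then OMFP substrate added at 50 uM; 10 min reaction in 50 mM HEPES pH 7.5, 50 mM NaCl, 5 uM MgCl2, 0.05% BSA, 1 mM DTT. Fluorescence read at Ex 485/Em 525 nm.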
# B2AR arrestin: agonists driving beta-arrestin recruitment to human beta2-adrenergic receptor | beta-arrestin recruitment to beta2AR, cell-based reporter | P07550 | Potency, µM (series often up to 46.1 µM), without a hit: at the top dose activation, usual class: activators | actives 0.02% (n = 330,000);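 also: potency is read from the fitted curve at half-maximal effect; 0% = DMSO controls and full agonism = EC100 isoproterenol or metaproterenol; nearly all actives have a fitted effect of over 65% in size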
# Target sequence (P07550 whole entry, looked up): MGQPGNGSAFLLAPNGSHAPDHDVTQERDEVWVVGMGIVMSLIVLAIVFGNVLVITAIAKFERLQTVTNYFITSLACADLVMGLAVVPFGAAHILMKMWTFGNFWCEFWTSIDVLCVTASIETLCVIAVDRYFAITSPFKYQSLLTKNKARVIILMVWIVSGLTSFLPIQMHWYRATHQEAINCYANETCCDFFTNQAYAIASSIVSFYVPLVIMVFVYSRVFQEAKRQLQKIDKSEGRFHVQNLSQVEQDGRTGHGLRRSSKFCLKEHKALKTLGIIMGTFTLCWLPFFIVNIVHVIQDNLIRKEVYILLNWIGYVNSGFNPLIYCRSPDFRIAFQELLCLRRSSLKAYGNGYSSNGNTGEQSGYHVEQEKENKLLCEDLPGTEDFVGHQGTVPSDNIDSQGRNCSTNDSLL
# Coupling enz: counter-screen for Giardia aldolase inhibitors: coupling enzyme system | coupling enzyme system counterscreen, AmpLite Red fluorescence | activity change, negative = inhibition, % at 58.2 µM, hits read low | actives 0.67% (n = 290,000); in the data active = activity change below about -30%
#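 Coupling enzymes only (glyceraldehyde-3-phosphate) + compound, at 57.5 uM final, 10 min RT; add substrate/coupling/AmpLite Red mix, 20 min RT; fluorescence ex 525/em 598 nm. Actives flag coupling-system interference.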
# KCNH2 3.1 inh: KCNH2 3.1 (human) potassium channel inhibition. U2OS KCNH2 3.1, thallium flux FluxOr; stronger effect = lower value. activity change, % (tested at about 1.8 µM). actives 0.95% (n = 340,000);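 active = maximum activity change below -70%; inconclusive = maximum activity change from -70% to -50%; inactive = maximum activity change above -50%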;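 also: thallium influx rate constant from kinetic fluorescence after stimulation buffer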
#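 Virally transduced U2OS (3.1 isoform, 4 h infection in dark at RT) → overnight 37 C → FluxOr + Red40 in HBSS/HEPES, 45 min → stimulation buffer, 2 min kinetic read → rate constant vs DMSO controls.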
# PKM2 activator: PKM2 (human) enzyme activation; actives 0.34% (n = 260,000); P14618; purified PKM2, Kinase-Glo ATP luminescence, activation; response scale: 0% is enzyme alone, no compound; Potency, µM (series often up to 57.5 µM), inactives show at the top dose activation, most hits filed as activators; also: potency is read from the fitted curve at half-maximal effect; nearly all actives have a fitted effect of over 55% in size
#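 Purified hPK-M2 (>95% pure) converted ADP (0.1 mM final) to ATP with 0.5 mM PEP in 50 mM imidazole pH7.2, KCl, MgCl2, Tween 20, BSA; 1 h at room temperature. ATP detected by Kinase-Glo luminescence.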
# USP2a inh: USP2a (human) protease inhibition; USP2 core, Ub-CHOP2 coupled fluorogenic reporter, 485/531; actives 0.01% (n = 330,000); Potency, µM (highest dose often 38.3 µM), without a hit: at the top dose activity change, negative = inhibition, actives largely listed as inhibitors; O75604;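 also: potency is read from the fitted curve at half-maximal effect; plate controls were DMSO wells for no effect and full inhibition by NEM control for full effect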
#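 Deubiquitinase activity read as fluorescence (485/531 nm) after Ub-CHOP2 cleavage activates the enterokinase reporter on its substrate; USP2 core 10nM, Ub-CHOP2 and substrate 25nM each, 30min compound preincubation then 60min RT; data normalized to NEM, curves fitted.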
# Chronic BCR inh: inhibitors of chronic active B-cell receptor signaling; AID 493014; actives 0.05% (n = 340,000); Potency, µM (series often up to 46.1 µM), without a hit: top-dose ratio change, negative = lower green/red ratio, most hits filed as inhibitors; ABC-DLBCL IkBa-CBG/CBR reporter, luminescence ratio, 4 h; active = well fitted inhibition curve with a large enough effect in the signal ratio, with a control signal flat, not every such curve was filed as active; inconclusive = small, poorly fitted or top-dose-only effect, or effect the other way, or a change in a side signal; the % refers to the signal ratio;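 also: potency is read from the fitted curve at half-maximal effect; plate controls were basal doxycycline-induced cells for no effect and cells given 10 µM MG132 for full effect; MG132 reads +100%, hits lower the ratio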
#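 Cell line TMD8 (human ABC DLBCL), stably expressing tet-inducible CBG68-IkBa fusion and CBR; IMDM/0.5% FBS; cpd up to 46 uM; dox induction, 4 h, 37C/5% CO2; dual luminescence; green/red ratio; MG132 control.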
# The depositor's hits bear a star; ? = inconclusive; · = no result given. Unless noted, calls follow the shape of the dose curve; as a rule, active = well fitted curve in the direction sought with a large enough effect; inconclusive = small, poorly fitted or top-dose-only effect, or another doubt; inactive = no such curve, though single readings can be large; an effect the other way counts as inactive or inconclusive. Unless noted, % is scaled to controls: 0 for no effect and ±100 for the full control effect. Rows were taken by chance, and some 2.4% of all compounds hit somewhere here.
no.	Molecule	Giardia killer	GALK inh	KCNH2 WT inh	uPA generation	Eya2 phos inh	B2AR arrestin	Coupling enz	KCNH2 3.1 inh	PKM2 activator	USP2a inh	Chronic BCR inh
1	CCOc1ccc(S(=O)(=O)N2CCC(C(=O)NCc3ccncc3)CC2)cc1	-1	4%	0	9%	0%	-0.3%	0	-10	2%	2%	4%
2	Cc1cc(NC(=O)CSc2n[nH]c(-c3cccs3)n2)no1	5	-1%	1	·	16%	0.4%	2	0	4%	1%	-6%
3	CC(C)N(C(=O)Cc1ccccc1[N+](=O)[O-])C(C)C	-11	5%	1	0%	-6%	0.3%	1	17	-1%	3%	1%
4	COCc1nc2sc3c(c2c(=O)[nH]1)CCCC3	-12	2%	-4	-3%	-2%	-1.6%	1	6	3%	2%	0%
5	Cc1ccc(NC(=S)NCc2ccccn2)cc1	15	2%	6	4%	0%	-0.8%	2	0	6%	-4%	?
6	N#C/C(=C(/O)c1cc2ccccc2o1)c1nc2ccccc2s1	12	?	0	0%	7%	-0.7%	0	0	-11%	0%	?
7	COC(=O)c1nc2ccc(C)cn2c1F	-4	4%	5	?	0%	0.2%	3	-26	-14%	-4%	9%
8	Cc1cccc(N2CCN(c3ccc(NC(=O)/C=C\C(=O)O)cc3)CC2)c1	-10	2%	2	-4%	-6%	-0.1%	1	10	9%	-4%	0%
9	Cc1ccccc1-c1noc(N)c1C#N	-13	0%	-9	·	-21%	-0.3%	-6	-7	-7%	2%	?
10	COc1ccc(NC(=O)CNC(=O)Cn2c(C)cc3ccccc3c2=O)cc1OC	10	-1%	4	-8%	12%	0.1%	2	-7	0%	0%	0%
11	COc1c(Cl)cnn(-c2ccc(Cl)c(Cl)c2)c1=O	6	0%	-1	1%	0%	0.0%	2	-3	-3%	0%	?
12	Cn1c(Cn2nnc3ccccc32)nnc1SCC(=O)c1ccc(F)cc1	7	5%	33	-5%	28%	10%	2	-10	-3%	0%	?
13	CCCCNC(=O)CN1C(=O)NC2(CCCc3ccccc32)C1=O (stereo unspecified)	28	-1%	5	·	-2%	-0.4%	-1	-7	-2%	-1%	-5%
14	CC1CCC(NC(=O)C2CCN(C(=O)Nc3ccccc3)CC2)CC1 (stereo unspecified)	12	·	0	-3%	0%	1.1%	·	7	·	-7%	-1%
15	Cc1ccccc1NC(=O)N1CCN(c2ncccn2)CC1	-8	-1%	14	-8%	4%	-0.2%	-4	11	1%	2%	-13%
16	Oc1c(C(c2cccc(F)c2)N2CCN(Cc3ccccc3)CC2)sc2ncnn12 (stereo unspecified)	0	0%	-5	-12%	-2%	-0.1%	1	-5	-4%	-6%	-9%
17	CCc1cc2c(=O)[nH]c(-c3ccccn3)nc2s1	-7	3%	-1	-7%	3%	?	-16	3	-16%	0%	?
18	CC(C)(C)NC(=O)CSc1nc2ccc(NC(=O)CSc3nnnn3Cc3ccccc3)cc2s1	-9	3%	0	-12%	-6%	-0.1%	-1	-5	10%	-2%	-27%
19	COC(=O)c1ccc(C(=O)OC)c(NC(=S)N2CCCC2)c1	-23	-5%	2	2%	19%	0.5%	2	-17	·	4%	-8%
20	Cc1noc(C)c1C(=O)NCCc1c(C)[nH]c2ccccc12	9	7%	3	1%	-11%	-0.3%	-2	9	-3%	0%	2%
21	CN1CCc2c(sc(NC(=O)Cc3ccccc3)c2C(N)=O)C1	0	·	2	10%	-7%	-0.2%	1	3	-2%	2%	10%
22	CC(=O)NC(Cc1ccccc1C)C(=O)NC1CCN(C(=O)c2cccc(C)c2)CC1 (stereo unspecified)	-19	12%	-7	-7%	1%	0.0%	7	0	-3%	0%	5%
23	Cc1ccc(-n2c(C)cc(C(=O)COc3c(CO)cc(F)cc3CO)c2C)cc1C	-9	·	-11	4%	2%	0.0%	0	8	2%	0%	-5%
24	COc1cccc(NC(=O)c2cc(OC)c(OC)c(OC)c2Br)c1	0	-3%	2	2%	-11%	1.2%	2	-32	9%	2%	-10%
25	CCOc1ccccc1OCCCC(=O)N(C)CC(=O)Nc1cc(C)ccc1C	7	9%	-6	·	5%	0.0%	3	22	-5%	2%	1%
26	CC(CN1CCCC1)OC(=O)c1ccc(Cl)cc1 (stereo unspecified)	-1	3%	-5	-11%	-16%	-0.2%	2	-17	-6%	1%	2%
27	NC(=O)c1c(NC(=O)CN2C(=O)CCC2=O)sc2c1CCCCC2	-11	0%	-7	-3%	2%	-0.5%	1	-18	-4%	-1%	1%
28	c1ccc(-c2nnnc3ccccc23)cc1	17	3%	-22	17%	8%	-0.7%	1	14	-6%	2%	1%
29	CCCN1CN(c2ccccc2)C(=S)N(c2ccccc2)C1	-19	6%	-4	-1%	3%	-0.4%	-2	1	-12%	-2%	2%
30	CC(C)C(OC(=O)c1nsc(Cl)c1Cl)C(=O)NC(C)(C)C (stereo unspecified)	2	6%	2	8%	6%	-0.7%	4	9	-1%	4%	2%

# Continuation.
no.	Molecule	Giardia killer	GALK inh	KCNH2 WT inh	uPA generation	Eya2 phos inh	B2AR arrestin	Coupling enz	KCNH2 3.1 inh	PKM2 activator	USP2a inh	Chronic BCR inh
31	CC(C)c1cccc(C(C)C)c1NC(=O)c1ccc(OCC(=O)NCc2ccccc2)cc1	·	4%	·	·	-1%	-1.6%	1	·	0%	-1%	7%
32	CSc1ncccc1C(=O)OC(C)C(=O)Nc1cccc(S(=O)(=O)N2CCOCC2)c1 (stereo unspecified)	2	·	-315*	-6%	3%	2.2%	·	4	·	-12%	-2%
33	CCCCn1c(N)c(N(CCOC)C(=O)Cn2c(=O)cnc3ccccc32)c(=O)[nH]c1=O	-28	·	4	0%	0%	-0.1%	·	-1	·	-1%	4%
34	CCC(C(=O)Nc1ccon1)c1ccccc1 (stereo unspecified)	6	-8%	3	2%	3%	0.0%	0	-3	-3%	1%	0%
35	N#Cc1nc(COc2ccc(Br)cc2)oc1NCCN1CCOCC1	21	-1%	3	·	-12%	0.1%	0	6	2%	6%	-9%
36	CCN(CC1COc2ccccc2O1)C(=S)Nc1ccccc1 (stereo unspecified)	10	0%	-7	·	4%	-0.1%	0	8	-7%	4%	7%
37	COc1cc(C2N(C)CCC3(OCCO3)C2(C)C)cc(OC)c1OC (stereo unspecified)	9	-1%	3	-5%	3%	-0.2%	-1	2	6%	1%	0%
38	COC(=O)/C=C/C(=O)N1CCN(c2cccc(Cl)c2)CC1	·	2%	·	·	1%	-2.0%	2	·	0%	-1%	?
39	Cc1ccc(NC(=O)NC(=O)CN2C(=O)NC3(CCCCCCC3)C2=O)c(C)c1	-2	12%	4	-20%	-1%	-0.2%	2	-15	1%	-9%	-2%
40	CCn1c(CNc2ccc(Cl)cc2)nnc1SCC(=O)NCc1ccccc1	11	8%	4	-1%	11%	0.4%	5	2	-5%	1%	0%
41	CSc1nc2nc(C)cc(-c3ccccc3)n2n1	17	-1%	-7	-6%	14%	-0.5%	4	-7	-1%	-1%	?
42	O=C(NCc1ccccc1CN1CCCC1)c1cccc(S(=O)(=O)Nc2ccc(F)cc2)c1	20	·	6	8%	3%	0.1%	·	-81*	·	2%	?
43	Cc1cc(C)cc(C(=O)NC(CC(N)=O)c2ccc(NCCN3CCOCC3)c([N+](=O)[O-])c2)c1 (stereo unspecified)	6	·	25	4%	4%	0.5%	4	1	3%	3%	?

# An excerpt of these results, as labelled records.
36	CCN(CC1COc2ccccc2O1)C(=S)Nc1ccccc1 (stereo unspecified)
- Giardia killer: 10
- GALK inh: 0%
- KCNH2 WT inh: -7
- uPA generation: ·
- Eya2 phos inh: 4%
- B2AR arrestin: -0.1%
- Coupling enz: 0
- KCNH2 3.1 inh: 8
- PKM2 activator: -7%
- USP2a inh: 4%
- Chronic BCR inh: 7%

37	COc1cc(C2N(C)CCC3(OCCO3)C2(C)C)cc(OC)c1OC (stereo unspecified)
- Giardia killer: 9
- GALK inh: -1%
- KCNH2 WT inh: 3
- uPA generation: -5%
- Eya2 phos inh: 3%
- B2AR arrestin: -0.2%
- Coupling enz: -1
- KCNH2 3.1 inh: 2
- PKM2 activator: 6%
- USP2a inh: 1%
- Chronic BCR inh: 0%

38	COC(=O)/C=C/C(=O)N1CCN(c2cccc(Cl)c2)CC1
- Giardia killer: ·
- GALK inh: 2%
- KCNH2 WT inh: ·
- uPA generation: ·
- Eya2 phos inh: 1%
- B2AR arrestin: -2.0%
- Coupling enz: 2
- KCNH2 3.1 inh: ·
- PKM2 activator: 0%
- USP2a inh: -1%
- Chronic BCR inh: ?

39	Cc1ccc(NC(=O)NC(=O)CN2C(=O)NC3(CCCCCCC3)C2=O)c(C)c1
- Giardia killer: -2
- GALK inh: 12%
- KCNH2 WT inh: 4
- uPA generation: -20%
- Eya2 phos inh: -1%
- B2AR arrestin: -0.2%
- Coupling enz: 2
- KCNH2 3.1 inh: -15
- PKM2 activator: 1%
- USP2a inh: -9%
- Chronic BCR inh: -2%
